# STK33 kinase inh = blocks human STK33 kinase activity; Q9BYT3; purified STK33, MBP phosphorylation, ADP-Glo luminescence; inhibition, % at 10 µM; 320,000 compounds, 0.073% hits;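 active = inhibition at or above 25%, using the most active replicate where run in duplicate; inactive = inhibition below 25%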
# Target sequence (Q9BYT3 whole entry, looked up): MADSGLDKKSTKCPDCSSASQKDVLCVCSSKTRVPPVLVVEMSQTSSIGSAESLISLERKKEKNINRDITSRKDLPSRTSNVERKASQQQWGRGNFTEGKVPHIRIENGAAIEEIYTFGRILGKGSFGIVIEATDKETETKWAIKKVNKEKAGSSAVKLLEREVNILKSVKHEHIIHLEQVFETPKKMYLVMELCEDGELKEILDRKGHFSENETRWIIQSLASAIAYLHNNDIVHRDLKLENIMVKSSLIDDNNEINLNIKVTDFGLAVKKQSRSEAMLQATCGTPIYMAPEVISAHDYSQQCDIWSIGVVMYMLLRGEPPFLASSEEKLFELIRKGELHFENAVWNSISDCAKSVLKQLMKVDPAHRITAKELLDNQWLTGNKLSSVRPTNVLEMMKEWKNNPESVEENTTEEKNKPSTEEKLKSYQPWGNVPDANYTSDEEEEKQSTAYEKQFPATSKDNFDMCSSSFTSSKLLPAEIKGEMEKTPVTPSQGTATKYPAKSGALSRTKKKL
# CHT block = inhibits the human high affinity choline transporter; Q9GZV3; CHT-expressing cells, membrane potential dye, choline response; active compounds read low; B-score at 10 µM; 310,000 compounds, 0.86% hits;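 active = B-score over 3 SD under the library average, and starting fluorescence ratio not unusually high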;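 also: choline stimulus applied at its EC90 after an EC20 pre-addition; B-score computed on integrated fluorescence ratio after choline addition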
# Target sequence (Q9GZV3 whole entry, looked up): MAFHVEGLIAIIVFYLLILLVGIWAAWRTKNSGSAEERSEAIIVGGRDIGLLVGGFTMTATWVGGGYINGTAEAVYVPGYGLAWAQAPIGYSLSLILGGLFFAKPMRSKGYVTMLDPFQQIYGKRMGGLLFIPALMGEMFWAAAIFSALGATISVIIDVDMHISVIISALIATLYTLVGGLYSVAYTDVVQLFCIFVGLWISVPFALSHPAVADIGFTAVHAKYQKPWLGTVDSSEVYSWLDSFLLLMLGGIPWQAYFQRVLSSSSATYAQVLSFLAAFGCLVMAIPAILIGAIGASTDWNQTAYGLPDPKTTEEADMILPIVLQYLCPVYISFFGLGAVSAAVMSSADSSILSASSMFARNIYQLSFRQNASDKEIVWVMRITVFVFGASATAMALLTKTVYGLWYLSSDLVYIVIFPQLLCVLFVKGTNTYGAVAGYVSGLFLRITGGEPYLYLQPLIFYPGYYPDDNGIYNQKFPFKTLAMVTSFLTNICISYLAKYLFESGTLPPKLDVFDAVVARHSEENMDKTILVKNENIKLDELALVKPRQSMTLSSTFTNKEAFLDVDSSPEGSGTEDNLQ
# CHT PAM = allosteric activators of human choline transporter CHT | Q9GZV3 | CHT-expressing cells, membrane potential dye, choline EC20; active compounds read high; LV-AA mutant CHT in HEK293 cells | B-score at 10 µM | 310,000 compounds, 0.49% hits | AID 488977;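 active = initial fluorescence not abnormally high and integrated response B-score, plate-corrected, over 3 SD above library mean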
# * hit, by the source's call; i = inactive; . = not tested or not shown.
SMILES,STK33 kinase inh,CHT block,CHT PAM
CCOC(=O)N1CCC(=NNC(=O)COc2ccc(C#N)cc2)CC1,-0.7,i,i
CCn1c(C(C)NC(=O)c2cccs2)n[nH]c1=S (stereo not given),-1.7,i,i
COc1ccccc1N1CC(C(=O)Nc2nnc(SCC(=O)NC(C)C)s2)CC1=O (stereo not given),0.5,i,i
COC(=O)[C@@H](c1ccccc1)N(C)S(=O)(=O)c1cccc(S(=O)(=O)N(C)[C@@H](C(=O)OC)c2ccccc2)c1,-0.3,i,i
Nc1nc2nc(-c3ccccc3)cc(C(F)(F)F)c2s1,-0.7,i,i
O=C(NCCN1C(=O)C2C3C=CC(C3)C2C1=O)N1CCCCC1 (stereo not given),2.3,i,i
CC(C)NCC(=O)Nc1c2c(nc3ccccc13)CCC2,15,i,i
O=C(COC(=O)CCc1nc2ccccc2c(=O)[nH]1)Nc1c(Cl)cccc1C(F)(F)F,0.2,i,i
COc1cc(NS(C)(=O)=O)c(OC)cc1NC(=O)c1cccc(F)c1,-1.1,i,i
CC1(C)Cc2c(c(N3CCCC3)nc3sc(C(=O)Nc4ccccc4)c(N)c23)CO1,-0.6,i,i
CC1Cc2cc(S(=O)(=O)N3CCCCC3)ccc2N1C(=O)C1CCC1 (stereo not given),-1.5,i,i
Cc1c(C#N)c(NC(=O)CCl)n(Cc2cccs2)c1C,-0.9,-6.1*,i
CCC(CC)C(=O)Nc1cc(OC)c(OC)cc1C(=O)O,0.0,i,i
Cc1ccc(NCc2nnc(SCC(=O)NNC(=O)Cc3ccccc3)n2C)cc1,-2.1,i,i
Cc1nnc(NC(=O)CSc2nnc(CNC(=O)C34CC5CC(CC(C5)C3)C4)n2C2CCCCC2)s1,-0.7,i,i
CCOc1ccc(OCCOC(=O)CN2C(=O)NC3(CCCC3)C2=O)cc1,.,i,i
Cc1sc2nc(CSc3cccc(C(F)(F)F)c3)[nH]c(=O)c2c1C,-2.2,i,i
O=C(OCn1nnc2ccccc2c1=O)c1ccc(N2CCOCC2)c([N+](=O)[O-])c1,0.4,i,i
CN(CC(=O)Nc1ccc(F)c(F)c1F)C(=O)c1cc(-c2ccncc2)nc2ccccc12,0.2,i,i
CCOc1ccc(C(C)=O)cc1CSc1nc2nc(C)cc(C)n2n1,2.7,i,i
CC1(c2ccccc2)NC(=O)N(CC(=O)Nc2ccc(C(N)=O)cc2)C1=O (stereo not given),-0.4,i,i
NC(=NCCc1ccc(Cl)cc1)NS(=O)(=O)c1ccccc1,-0.4,i,i
COc1ccc(NC(=O)CN2CCC(C)CC2)c([N+](=O)[O-])c1,-1.2,i,i
CC(OC(=O)C1=Cc2ccccc2OC1)C(=O)NC(C)(C)C (stereo not given),-2.1,i,i
CCCCCCCCN1[C@@H](CC(=O)OCC)c2cc(C(F)(F)F)ccc2S1(=O)=O,2.8,i,i

# A section of the results above:
SMILES,STK33 kinase inh,CHT block,CHT PAM
O=C(NCCN1C(=O)C2C3C=CC(C3)C2C1=O)N1CCCCC1 (stereo not given),2.3,i,i
CC(C)NCC(=O)Nc1c2c(nc3ccccc13)CCC2,15,i,i
O=C(COC(=O)CCc1nc2ccccc2c(=O)[nH]1)Nc1c(Cl)cccc1C(F)(F)F,0.2,i,i
COc1cc(NS(C)(=O)=O)c(OC)cc1NC(=O)c1cccc(F)c1,-1.1,i,i
CC1(C)Cc2c(c(N3CCCC3)nc3sc(C(=O)Nc4ccccc4)c(N)c23)CO1,-0.6,i,i
CC1Cc2cc(S(=O)(=O)N3CCCCC3)ccc2N1C(=O)C1CCC1 (stereo not given),-1.5,i,i
Cc1c(C#N)c(NC(=O)CCl)n(Cc2cccs2)c1C,-0.9,-6.1*,i

# (next part)
SMILES,STK33 kinase inh,CHT block,CHT PAM
Cn1cccc1/C=N\NC(=O)c1cncc(Br)c1,-0.3,i,i
O=C(Nc1ccccc1)/C(=C/c1cccnc1)NC(=O)c1ccco1,-1.0,i,i
O=C(Nc1ccc2snnc2c1)N1CCN(c2ccccc2)CC1,1.1,i,i
CC(=O)N1c2ccccc2CCc2ccc(N)cc21,0.2,i,i
CN(C)c1ccc(C(=S)N2CCN(Cc3ccccc3)CC2)cc1,-0.7,i,i
CCc1ccc(CN(C)C(=O)CC2C(=O)NCCN2Cc2ccoc2)cc1 (stereo not given),-0.5,i,i
Cc1cccc(NC(=O)c2nc[nH]c2C(=O)NCC(=O)OC(C)(C)C)c1,-0.5,i,i
CCOC(=O)c1cc2c(ccn2C)n1CC(=O)N(CC)CC,-4.2,i,i
COCCN(CCOC)S(=O)(=O)c1ccc(C(=O)NCCCN2CCOCC2)cc1,-0.5,i,i
CC(C)(C)C(=O)C[n+]1ccccc1,-0.9,i,i
CCOc1ccccc1/C=N\Nc1cnn(Cc2ccccc2)c(=O)c1Cl,-1.0,i,i
Cc1cc(OCCCn2ccnc2)cc(C(C)C)c1,-1.4,i,i
COc1ccc(C(C)NC(=S)NC2CCCCC2)cc1OC (stereo not given),-0.9,i,i
COc1cc(/C=N/NC(=O)NC2CCCCC2)ccc1O,1.3,i,i
COc1ccc(C(C)=O)cc1CN(C)C,-0.6,i,i
O=[N+]([O-])c1ccc2nonc2c1Nc1ccccc1,-0.1,i,i
COc1ccc(C(=O)NCCn2nc(C)cc2C)cc1OC1CCN(C(C)=O)CC1,0.0,i,i
COc1ccc(C(=O)COC(=O)CCCC(=O)NC2CCCCC2)cc1,-1.3,i,i
Cc1ccsc1/C=N/NC(=S)NCc1ccccc1,-1.2,i,i
CCCCNC(=O)/C(C#N)=C/c1ccc(-c2ccc(S(=O)(=O)N3CCOCC3)cc2)o1,-1.3,-5*,i
CCC(C)[C@@H](CN(N=O)[C@@H](Cc1ccccc1)CN(C)N=O)N(CCc1ccccc1)N=O (stereo not given in full),-1.0,i,i
COP(=O)(OC)c1nc(-c2cccc3ccccc23)oc1N1CCCCC1,-0.4,i,i
COc1cccc(NS(=O)(=O)c2ccc3c(c2)N(C(C)=O)CCS3)c1,-0.8,i,i
COc1ccc(C(=O)N/N=C/c2ccc(N3CCOCC3)o2)cc1OC,2.3,i,i
CN(C)c1ccc(/C=N\Nc2nc(-c3ccccc3)cc(=O)[nH]2)cc1,.,i,i

# Whole records, quoted from the list. Order of screens: STK33 kinase inh	CHT block	CHT PAM
# `Cc1ccsc1/C=N/NC(=S)NCc1ccccc1` reads -1.2	i	i
# `O=[N+]([O-])c1ccc2nonc2c1Nc1ccccc1` reads -0.1	i	i
# `CCCCNC(=O)/C(C#N)=C/c1ccc(-c2ccc(S(=O)(=O)N3CCOCC3)cc2)o1` reads -1.3	-5*	i
# `Cn1cccc1/C=N\NC(=O)c1cncc(Br)c1` reads -0.3	i	i

# (listing goes on)
SMILES,STK33 kinase inh,CHT block,CHT PAM
Cn1c(=O)c2c(nc(CN3CCC(C(N)=O)CC3)n2Cc2c(Cl)cccc2Cl)n(C)c1=O,-7.1,i,i
OCCN(CCO)Cc1csc2ccccc12,-0.8,i,i
Cc1cccc(C)c1NC(=O)CN(C)CC(=O)Nc1cc(Cl)ccc1C#N,0.7,i,i
Cc1cccc(NC(=O)CSc2nnc(CNC(=O)c3ccc(S(=O)(=O)N(C)C)cc3)n2-c2ccc(F)cc2)c1,-0.3,i,i
CC(C)c1onc(C(=O)N2CCCCC2)c1[N+](=O)[O-],-1.1,i,i
CCOc1ccc(S(=O)(=O)NCCC(=O)N2CCN(c3ccccc3O)CC2)cc1,0.1,i,i
CCn1cc(C2=NC(C(C)C)CO2)c2ccccc21 (stereo not given),0.6,i,i
COc1cc(NC(=O)Cn2cnc(S(=O)(=O)N3CCCC3)c2)cc(OC)c1OC,-0.2,i,i
CC1(S(=O)(=O)O)CC(=O)c2ccccc2C1=O (stereo not given),-1.0,i,i
O=[N+]([O-])c1ccc(N/N=C\c2cccn2-c2ccccc2)nc1,1.4,i,i
Cc1ccc(N(C(C)C(=O)N2CCN(Cc3ccccc3)CC2)S(C)(=O)=O)cc1 (stereo not given),0.8,i,i
COc1ccc(CCNC(=O)c2ccc(N(C)S(=O)(=O)c3ccc(C)cc3)cc2)cc1OC,0.0,i,i
O=C(NCCCN1CCOCC1)c1cc(S(=O)(=O)N2CCN(c3ccccc3)CC2)ccc1Cl,-1.1,i,i
COc1cc(OC)c(C(=O)NNC(=O)CN(C)S(=O)(=O)c2ccc(Cl)cc2)cc1OC,-0.9,i,i
Cc1noc(C(=O)N2CCN(Cc3ccc4c(c3)OCO4)CC2)c1Cl,1.3,i,i
Cc1cccc(C)c1OCc1nnc(NC(=O)CSc2ccc(Cl)cc2)s1,.,i,i
c1coc(-c2ccnc(-c3ccncc3)n2)c1,0.0,i,i
COc1ccc(C(=O)NCC(=O)N2CCN(c3ccc(Cl)cc3)CC2)cc1,0.7,i,i
CCCc1cc(C(=O)N2CCCC(CO)(CCCc3ccccc3)C2)n(C)n1 (stereo not given),-0.1,i,i
Cc1ccc(OCCC(=O)OCC(=O)Nc2ccc3c(c2)OCO3)cc1,-1.8,i,i
CC(=O)NNC(=O)c1ccncc1,0.3,i,i
Cc1ccc(NC(=O)C2CCCN2C(=O)OCc2ccccc2)cc1F (stereo not given),-1.6,i,i
CSc1nsc(SC)c1C(=O)N1CCN(S(=O)(=O)c2ccc(C)cc2)C1C (stereo not given),-1.3,i,i
CCOCCc1nnc(NC(=O)c2cccs2)s1,0.5,i,i
CCCC(C(=O)NCc1ccc(OC)cc1)N(Cc1ccco1)C(=O)c1snc(C(N)=O)c1N (stereo not given),-0.1,i,i

# Remaining list, next part.
SMILES,STK33 kinase inh,CHT block,CHT PAM
Cc1c(Cl)cccc1NC(=O)NC1CCCCC1,-3.1,i,i
C=CCCC(=O)NC1CC(C)(C)Cc2c1cnn2-c1cccc(F)c1 (stereo not given),-0.8,i,i
CCOC(=O)c1cc2sccc2n1CC(=O)Nc1ccc2c(c1)OCCO2,0.4,i,i
CCCC#CCN1CCN(C23CC4CC(CC(C4)C2)C3)CC1,-1.1,i,i
Cc1ccc(-n2c(SCC(N)=O)nc(O)cc2=O)cc1,2.0,i,i
CC1CCCCN1Cc1nc2c(c(=O)n(C)c(=O)n2C)n1CCc1ccccc1 (stereo not given),1.2,i,i
Cc1nc(Nc2nc3c(c(=O)[nH]2)CCC3)nc2ccccc12,-0.7,i,i
Cc1ccc(-c2noc(CCC(=O)NC3CCCc4ccccc43)n2)cc1 (stereo not given),-1.2,i,i
Cc1ccc(C(=O)NCc2ccco2)c(C)c1,0.2,i,i
COc1cccc(NC(=O)C(=O)NCCC2CCCCN2S(=O)(=O)c2cccs2)c1 (stereo not given),.,i,i
COc1ccccc1CNC(=O)CCN1C(=O)COc2ccc(C)cc21,-0.4,i,i
CCOC(=O)Cc1nnc(NC(=O)CSc2nc3ccccc3[nH]2)s1,0.2,i,i
CCN(CC(=O)N(CC(C)C)c1c(N)n(CC(C)C)c(=O)[nH]c1=O)Cc1nc2ccccc2c(=O)[nH]1,0.4,i,i
Cc1ccc(C(C)C)c(OCCCN(C)Cc2ccccc2)c1,0.0,i,i
CC(C)Oc1nnnn1-c1ccccc1,-2.0,i,i
O=S(=O)(NCc1ccncc1)c1ccc(Br)s1,0.6,i,i
O=C(O)c1ccc2c(=O)n(-c3ccccc3F)c(=S)[nH]c2c1,-1.3,i,i
Cc1ccc(Nc2nc(N)nc(CSc3nnc(C)s3)n2)cc1,-0.1,i,i
CCOC(=O)C1(CCOc2ccccc2)CCN(Cc2cnc(SC)nc2)CC1,-2.9,i,i
CN1CCN(S(=O)(=O)c2csc(C(N)=O)c2)CC1,-1.1,i,i
O=C(CCc1nnc2ccc(NCc3ccccc3Cl)nn12)NCC1CCN(C2CCCC2)C1 (stereo not given),-2.6,i,i
CC1CCN(S(=O)(=O)c2cc3c4c(c2)C(C)C(=O)N4CCC3)CC1 (stereo not given),0.7,i,i
Cn1c2ccccc2c2cnn(CC(=O)Nc3cccc(F)c3)c(=O)c21,-0.2,i,i
Cc1cc(C)cc(Nc2ccc(C(=O)O)cc2N)c1,-0.4,i,i
CCOC(=O)N1CCN(C(=O)CCc2cc(OC)c(OC)c(OC)c2)CC1,-0.6,i,i

# Compounds above that contain bromine (2):
SMILES,STK33 kinase inh,CHT block,CHT PAM
Cn1cccc1/C=N\NC(=O)c1cncc(Br)c1,-0.3,i,i
O=S(=O)(NCc1ccncc1)c1ccc(Br)s1,0.6,i,i

# (further entries)
SMILES,STK33 kinase inh,CHT block,CHT PAM
CCN(CC)S(=O)(=O)c1ccc(C)c(NC(=O)COC(=O)[C@@H]2CCCN2C(=O)c2cccs2)c1,0.4,i,i
O=C(NC1=NCCS1)c1cc(-c2ccc(-c3ccccc3)cc2)nc2ccccc12,-2.3,i,i
CCCCN(C(=O)CCCc1nc2ccccc2s1)c1c(N)n(CCCC)c(=O)[nH]c1=O,-2.5,i,i
Fc1ccccc1CSc1nnnn1-c1ccc2c(c1)OCO2,-1.4,i,i
COc1ccc(-c2nnc(SCC(=O)N3CCOCC3)o2)cc1OC,-0.6,i,i
O=C(Nc1nc2ccccc2s1)C1=NN(c2ccccc2)C(=O)CC1,-0.5,i,i
CCOc1cccc(C(=O)N/N=C/c2coc3ccccc3c2=O)c1,2.4,i,i
COc1ccc(C(CC(=O)c2ccccc2)C2CCCCC2=O)cc1 (stereo not given),-0.1,i,i
Cc1cc(C)n2nc(C(=O)N3CCCC(Nc4ccc(F)c(F)c4)C3)cc2n1 (stereo not given),-2.7,i,i
Cc1cccc(NC(=O)c2cc(NC(=O)c3ccco3)ccc2N2CCCCC2)c1,-2.2,i,i
COc1ccc(NC(=O)COC(=O)c2ccc(NS(=O)(=O)/C=C/c3ccccc3)cc2)cc1,.,i,i
Cc1cccc(NC(=O)Nc2ccccc2[N+](=O)[O-])n1,-0.2,i,i
C/C(N)=C(/C#N)C(=O)COC(=O)c1ccc(C)c(S(=O)(=O)N2CCCCC2)c1,0.8,i,i
CC(C)CC(=O)Nc1nnc(SCC(=O)NC2CCCCC2)s1,-0.6,i,i
C=CCSc1nc(C)cc2c1C(=O)OC2,-1.5,i,i
